# Bioassay records deposited in PubChem BioAssay by several laboratories.
# EBV gp42 inh: Epstein-Barr virus gp42 inhibitors, primary screen, biochemical, uHTS, fluorescence polarization; Fluorescence polarization binding assay, mP read-out; 0.42% of 220,000 active; inhibition, % (tested at 21.74 µM); Glycoprotein 42 (Epstein-Barr virus (strain AG876)), Q1HVG2; in the data active = inhibition above about 50%
# Target sequence (Q1HVG2 whole entry, looked up): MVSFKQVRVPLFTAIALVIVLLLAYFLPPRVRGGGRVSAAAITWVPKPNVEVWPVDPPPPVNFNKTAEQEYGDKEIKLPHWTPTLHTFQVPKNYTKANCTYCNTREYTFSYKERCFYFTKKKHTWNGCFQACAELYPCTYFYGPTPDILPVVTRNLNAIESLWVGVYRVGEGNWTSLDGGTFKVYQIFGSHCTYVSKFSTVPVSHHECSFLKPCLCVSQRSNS
# PPC-1+TRAIL kill: compounds killing PPC-1 cancer cells with TRAIL present, primary screen, TRAIL potentiator project, ATPLite luminescence, uHTS | PPC-1 cells + TRAIL, ATPLite viability luminescence | cell killing (% activity), % at 4 µM | 0.41% of 220,000 active | AID 1443, 2008;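 active = cell killing above 50% in the first pass at 4 µM, then a duplicate retest at 5 µM averaging 50% or more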;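 also: plate controls were cells with TRAIL plus DMSO for no effect and medium-only wells lacking cells for full effect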
# Cl transport mod: KCC2 cotransporter modulators, thallium flux, primary screen, cell-based, HEK293 KCC2, FluoZin-2 fluorescence, MLSMR; 2.2% of 190,000 active; Solute carrier family 12 member 5 (Homo sapiens), Q9H2X9; KCC2 cells, thallium flux FluoZin-2 fluorescence; B-score of Tl+ flux slope (higher = more flux/activation; lower = inhibition) at 10 µM;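 active = thallium flux slope and its plate-corrected score both differing from the plate sample mean at a set confidence after two filtering rounds, in either direction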;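 also: slope of fluorescence scaled to starting intensity during 10 to 20 s after thallium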
# Furin inh: human furin inhibitors, primary screen, biochemical, fluorescence intensity | P09958 | purified furin, fluorogenic substrate cleavage | inhibition, % at 30 µM | 0.061% of 220,000 active | AID 463115, 2010; in the data active = inhibition above about 25%; also: inactives centre near -15
# Target sequence (P09958 108-714 limits assumed): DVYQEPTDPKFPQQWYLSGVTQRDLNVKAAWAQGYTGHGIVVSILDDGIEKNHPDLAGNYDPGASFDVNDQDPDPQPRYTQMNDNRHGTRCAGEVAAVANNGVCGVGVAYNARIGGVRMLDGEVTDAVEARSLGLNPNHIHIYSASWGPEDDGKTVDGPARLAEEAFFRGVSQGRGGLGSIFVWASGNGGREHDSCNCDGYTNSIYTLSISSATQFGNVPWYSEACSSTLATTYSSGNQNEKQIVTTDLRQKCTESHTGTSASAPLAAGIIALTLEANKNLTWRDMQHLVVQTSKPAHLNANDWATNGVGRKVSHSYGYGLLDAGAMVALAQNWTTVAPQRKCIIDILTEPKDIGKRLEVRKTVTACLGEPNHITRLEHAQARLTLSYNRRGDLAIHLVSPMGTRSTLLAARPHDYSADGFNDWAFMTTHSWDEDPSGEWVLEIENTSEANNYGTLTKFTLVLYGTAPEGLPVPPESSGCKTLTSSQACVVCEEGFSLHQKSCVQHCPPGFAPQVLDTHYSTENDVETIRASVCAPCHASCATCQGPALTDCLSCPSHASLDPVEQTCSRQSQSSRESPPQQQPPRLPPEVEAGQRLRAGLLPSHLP
# TRPML3 agonist: human TRPML3 channel agonists, primary screen, cell-based, HEK293 TRPML3-YFP, Fluo-8 calcium fluorescence, 3 µM | 100% = the carbachol control signal | Mucolipin-3 (Homo sapiens), Q8TDD5 | activation, % at 3 µM | 0.29% of 220,000 active;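 active = activation above its plate's cutoff, the mean activation of the plate's test wells plus 3 SD, cut at about 12% in these data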;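 also: 0% = DMSO only wells and 100% = carbachol wells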
#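 Test system – HEK293 line with stable expression of human TRPML3-YFP channel · Control set – carbachol 87 µM final as high control (100%), DMSO as low control (0%) · Signal – Fluo-8 calcium dye fluorescence, ex 470-495, em 515-575 nm · Incubation – 1-h 37 °C dye load, 5-s basal, 120-s post-compound reads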
# Calpain2 inh: inhibitors of pig calpain II, primary screen, biochemical, fluorogenic peptide substrate, 1536-well; purified calpain II, 30 min; AID 1236, 2008; inhibition, % at 16 µM; 0.37% of 220,000 active;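 active = inhibition above about 50%, limit read from the data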
# TbHK1 inh: Trypanosoma brucei hexokinase 1 inhibitors, primary screen, biochemical, G6PDH-coupled NADH absorbance, MLSCN library; AID 1430, 2008; 0.11% of 220,000 active; inhibition, % at 10 µM; recombinant TbHK1, G6PDH-coupled NADH A340; hexokinase 1 [Trypanosoma brucei];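 active = inhibition of 50% or more in the single-dose primary screen; inactive = inhibition below 50%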
# thrombin 1536: human alpha-thrombin inhibitors, primary screen, counter-screen for coagulation protease inhibitor project, biochemical, 1536-well, fluorogenic AMC substrate. Prothrombin (Homo sapiens), P00734. Boc-VPR-AMC fluorogenic substrate cleavage. inhibition, % at 5 µM. 0.26% of 220,000 active;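 active = inhibition at or above 40%; inactive = inhibition below 40%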;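 also: 0% = enzyme with no compound and 100% = wells without enzyme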
#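 Material: Human alpha-thrombin protein | Buffer or medium: pH 7.5 Tris-saline with Tween 20 | Reagent: Boc-VPR-AMC substrate, 15 µM final | Schedule: Reaction at ambient temperature | Detection: AMC fluorescence at 355 nm excitation and 460 nm emission | Evaluation: Percent inhibition scaled between no-compound controls and no-enzyme blanks | Controls: no-compound enzyme wells and no-enzyme blanks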
# TRPN1 ag: zebrafish TRPN1 channel agonists, primary screen, cell-based, HEK293, calcium fluorescence; transient receptor potential cation channel N1 (TRPN1/NompC), Danio rerio; HEK293 zebrafish TRPN1-YFP, Fluo-8 calcium fluorescence; 100% = response to 87 µM carbachol; 0.18% of 220,000 active; activation, % at 3 µM; AID 1424, 2008;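 active = activation above its plate's cutoff, the mean activation of test wells on that plate plus 3 SD, cut at about 19% in these data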;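 also: 0% = DMSO alone and 100% = 87 µM carbachol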
#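 Material: zebrafish TRPN1-YFP in HEK293 cells. Doses: one dose of 3 µM, 0.3% DMSO. Incubation: dye 1 h 37 °C plus 30 min RT. Measured by: intracellular calcium fluorescence with Fluo-8.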
# An asterisk follows results filed as active; i = inactive; nt = no result given; [ ] = remark or other dose. Compounds as they come. About 3.6% of those tested had a hit in this group.
SMILES,EBV gp42 inh,PPC-1+TRAIL kill,Cl transport mod,Furin inh,TRPML3 agonist,Calpain2 inh,TbHK1 inh,thrombin 1536,TRPN1 ag
Cc1cccc(OC2CCN(Cc3nc(CC4CC4)no3)CC2)c1,-20,5,0.048,-24,-0.3,25,-9,-5,-2.7
CCSc1nnc(-c2cc(Br)ccc2N)c(=O)[nH]1,-5,7,-1.2,-8,0.6,30,-4,nt,-1.6
NC(=O)c1cc(-c2ccccc2)nc(Oc2ccccc2)n1,6,3,0.04,-15[20 µM],0.1,-27,3,-14,-1.4
Cc1cc(C(=O)NC(=S)Nc2ccccc2N2CCCC2)ccc1[N+](=O)[O-],-11,0,2.3,-13,1.0,8,-16,-7,0.2
O=C(NCCCN1CCOCC1)c1cnn2c(-c3ccccc3)cc(-c3ccccc3)nc12,-13,36,nt,-26,0.4,i,-28,-2,1.9
O=C(CSc1ncn[nH]1)N1CCN(c2nnc(-c3ccccc3)c3ccccc23)CC1,-11,12,-0.33,-13,0.7,6,-8,-13,-0.5
O=C(NNc1nc2ccccc2s1)Nc1ccccc1,-6,30,1.4,-2,0.8,9,19,-8,-1.7
CSc1ccn(CCC(=O)O)c(=O)n1,-11,6,1.6,1[20 µM],1.0,-12,-1,-5,0.2
O=C(Nc1ccc(F)cc1)C(=O)c1c(O)[nH]c2ccc([N+](=O)[O-])cc12,3,6,-1.3,-15,0.4,57*,-41,2,-0.3
COc1ccccc1C1C2=C(COC2=O)Nc2cc3c(cc21)OCO3 (stereo not drawn),5,2,0.016,-8[20 µM],0.0,-105,-12,3,3.4

# Profiles, quoted from the list. Screens in order: EBV gp42 inh	PPC-1+TRAIL kill	Cl transport mod	Furin inh	TRPML3 agonist	Calpain2 inh	TbHK1 inh	thrombin 1536	TRPN1 ag
# `COc1ccccc1C1C2=C(COC2=O)Nc2cc3c(cc21)OCO3` (stereo not drawn) across the screens: 5	2	0.016	-8[20 µM]	0.0	-105	-12	3	3.4
# `O=C(Nc1ccc(F)cc1)C(=O)c1c(O)[nH]c2ccc([N+](=O)[O-])cc12` across the screens: 3	6	-1.3	-15	0.4	57*	-41	2	-0.3
# `Cc1cc(C(=O)NC(=S)Nc2ccccc2N2CCCC2)ccc1[N+](=O)[O-]` across the screens: -11	0	2.3	-13	1.0	8	-16	-7	0.2
# `O=C(NCCCN1CCOCC1)c1cnn2c(-c3ccccc3)cc(-c3ccccc3)nc12` across the screens: -13	36	nt	-26	0.4	i	-28	-2	1.9

# The list goes on.
SMILES,EBV gp42 inh,PPC-1+TRAIL kill,Cl transport mod,Furin inh,TRPML3 agonist,Calpain2 inh,TbHK1 inh,thrombin 1536,TRPN1 ag
COCCNc1oc(-c2cccs2)nc1S(=O)(=O)c1ccc(C)cc1,-7,2,-1.1,-16,-0.7,-3,0,-2,-0.4
Cc1cc(C)cc(NC(=O)C(=O)NCCCN2CCOCC2)c1,-2,11,nt,-25,0.2,-122,-1,3,-0.5
Cc1cc(C)nc(NS(=O)(=O)c2ccc(N/C=C/C(=O)c3ccc(Cl)cc3)cc2)n1,-29,-4,0.51,-3,0.8,-57,0,-5,-0.7
CCCCC(=O)Nc1ccc(C(=O)NNC(=S)NC(=O)c2ccccc2[N+](=O)[O-])cc1,2,2,-0.021,-19,0.2,-32,-11,0,-0.2
O=C(c1ccccc1F)N1CCN(c2ccc([N+](=O)[O-])cc2-n2cccc2)CC1,-7,8,-0.98,-5,-0.3,18,-22,-11,-0.4
O=C(CSCc1ccc([N+](=O)[O-])cc1)Nc1ccccc1C(=O)O,-16,16,-1.3,-26,0.2,-8,-8,-8,-0.4
O=C(O)c1ccc(/C=N/n2cc(-c3ccccc3)[nH]c2=S)cc1,-10,-10,1.1,-4,0.5,-4,-17,0,-0.7
COc1ccc(NC(=O)COC(=O)c2cc(SC)ccc2Cl)c(OC)c1,-11,9,0.8,-5,0.5,9,-3,-3,0.9
Cc1ccc(NC(=O)COC(=O)c2sccc2C)cc1S(=O)(=O)N1CCOCC1,0,3,-0.7,-20,0.3,-9,3,-20,0.8
CC1(C)CC(=O)/C(=C(\O)Cc2ccccc2)C(=NCCCCCC(=O)O)C1,1,11,0.42,-15,0.4,-9,-6,-3,0.9
Cc1cc(C)nc(SCc2ccc(C(=O)O)o2)n1,-16,11,0.19,-25,0.4,-19,0,1,0.2
CCCCn1c(SCC(=O)c2ccc(O)c(O)c2)nc2ccsc2c1=O,5,23,-0.84,-11,0.3,-48,-12,-4,1.1
CCOC(=O)C1Cc2c([nH]c3ccccc23)CN1 (stereo not drawn),-3,14,0.18,-25,1.3,-14,6,-3,1.4
COc1ccccc1OCc1ccc(C(=O)Nc2ccc(Cl)cn2)o1,-10,-8,nt,-20,1.6,-12,-7,-4,4.1
O=C(COC(=O)c1cc(S(=O)(=O)N2CCOCC2)cs1)c1ccccc1,-14,12,-1.8,-14[20 µM],-0.3,-39,1,-1,-0.2
CCc1nc(SCC(=O)N2CCc3cc(OC)c(OC)cc3C2)c(C#N)cc1C,nt,nt,nt,-13[20 µM],0.0,nt,-5,nt,-3.3
COc1cc(OC)c(NC(=O)c2ccoc2C)cc1Cl,-14,27,-0.094,7[20 µM],-0.5,-3,-6,-7,-1.4
CCCc1nnc(NC(=O)CCC(=O)N2CCN(CCn3c(C)ccc3C)CC2)s1,-17,23,nt,-12,1.0,-78,0,1,-0.7
O=C(NC(=S)NCc1ccco1)c1ccccc1,-5,-4,19*,-15,-0.7,23,6,2,-0.7
S=C(NCC1CCCO1)NC1CCCCC1 (stereo not drawn),-10,5,1.3,-35,0.6,-23,2,-6,0.5
Cc1cccc(-c2c(O)cc(=O)[nH]c2Cl)c1,-18,14,-1.3,-21,0.5,-24,7,-7,-0.6
C=CCN(Cc1nc(-c2ccc(OC)c(OC)c2)oc1C)C1CCS(=O)(=O)C1 (stereo not drawn),-11,nt,0.91,-27,0.1,22,7,5,1.6
Cc1cc(/C=N/n2cnnc2)c(C)n1-c1ccc(Cl)cc1Cl,-19,8,-0.8,-21[20 µM],-0.8,-6,-11,-5,-1.1
CCN(CC)CCn1c(NCc2ccc(C)o2)nc2ccccc21,9,-18,0.029,0[20 µM],0.1,4,5,4,-0.5
Cc1ccc(C)c(NC(=O)C2CCC(C)(C(=O)O)C2(C)C)c1 (stereo not drawn),-11,25,2.2,-23,0.0,7,-6,-3,1.2
Cc1c(NC(=O)COC(=O)c2ccc[nH]c2=O)c(=O)n(-c2ccccc2)n1C,11,14,-0.06,-17,1.0,-4,-3,5,1.7
O=C(c1ccc(S(=O)(=O)N2CCCCCC2)cc1)N1CCN(c2ccccn2)CC1,-6,17,nt,-20[20 µM],2.1,19,-5,2,2.4
O=C(O)CCSc1nnc(-c2ccc3c(c2)OCO3)o1,-6,11,0.33,-15,-0.3,-32,3,-6,0.6
Cc1cc(C)nc(N/N=C/c2ccc(N3CCOCC3)cc2)n1,-2,12,-0.15,8,0.3,20,-37,17,0.7
CCOC(=O)c1cnc2ccc(C(=O)OC)cc2c1Nc1ccc2c(c1)OCCO2,-3,15,-0.47,-28[20 µM],-0.1,3,-3,5,1.0
Cc1sc2c(c1C)C(=O)/C(=C\Nc1ccncc1)S(=O)(=O)N2C,-5,26,nt,-8,0.6,6,-22,-3,-0.2
CS(=O)(=O)Nc1ccc(C2=NN(S(=O)(=O)c3ccc(F)cc3)C(c3ccco3)C2)cc1 (stereo not drawn),-3,-32,-0.4,-10,0.5,-40,-14,-7,-0.6
O=C(CSc1ccccc1C(=O)O)NCc1ccco1,11,7,0.32,-27,-0.3,-13,1,-6,0.9
Cc1cc(C)nc(N/N=C/c2c[nH]c3ccccc23)n1,-9,16,0.76,-8,0.6,-4,-23,-2,-0.4
O=S(=O)(c1ccc(NC(=S)NCCc2ccccc2)cc1)N1CCOCC1,16,4,-4.1,-3,3.0,14,36,-3,2.6
COc1ccc(CNC(=O)c2cc(-c3cccs3)on2)cc1,-9,13,nt,-25,-0.3,8,0,-4,-0.1
CSC1=N/C(=C\c2ccccc2F)C(=O)S1,99*,-8,-0.27,0,1.0,-107,0,-7,-0.1
CCc1c(O)nc(SCC(=O)Nc2ccccc2)n(C(C)CC)c1=O (stereo not drawn),-11,17,0.11,-15[20 µM],0.6,-34,-5,-6,-0.1
CSCc1c(C(=O)Nc2ccc(N3CCOCC3)cc2)oc2ccccc12,0,22,-0.0044,-18[20 µM],0.4,-49,-1,-5,-1.1
COc1ccc(-c2nc(N)n(C(=O)c3ccccc3Cl)n2)cc1,24,21,0.71,-13,0.9,10,6,3,-0.3
CC[C@H](C)[C@@H](C(=O)N1CCNCC1)n1cc([C@@H](N)CC(C)C)nn1,-8,25,0.051,-36,0.8,4,-2,3,2.1
Cc1nc(C)n(CC(O)COc2ccc3cc(Br)ccc3c2)n1 (stereo not drawn),6,16,-0.99,-16[20 µM],-1.0,-42,-4,-2,1.5
COc1ccccc1OCCCn1c(C)c(C#N)c2ccccc21,-8,-5,nt,-2,-0.9,10,-10,-8,-0.9
COc1ccc(C(=O)N/N=C/c2ccc(SC)cc2)cc1,-2,20,0.023,-10,0.4,-21,-28,-3,2.2
Cc1ccc(C)n1-c1nc(=S)[nH][nH]1,-35,-37,0.74,-6[20 µM],0.4,-60,-8,6,0.6
COc1cc(O)c2c(=O)cc(-c3ccccc3)oc2c1,-7,0,-0.84,-25,0.2,-12,-9,-1,0.5
COC(=O)N/N=C/c1cc(C)n(-c2ccccc2)c1C,8,9,0.88,-10,0.2,6,14,-8,1.8
COc1ccc(Br)c(/C=N/NC(=O)COc2ccc(-c3ccccc3)cc2)c1,1,10,0.4,-10[20 µM],0.2,7,0,-5,-0.1
N#CCC(=O)Nc1ccc(C(=O)NCC(c2ccco2)N2CCCCC2)cc1 (stereo not drawn),-20,13,-0.48,-32,1.4,-119,-6,3,2.2
Cc1ccc(S(=O)(=O)NC2CCCC2)cc1C,-19,6,-0.42,-4[20 µM],0.3,-1,8,3,-0.7

# (further entries)
SMILES,EBV gp42 inh,PPC-1+TRAIL kill,Cl transport mod,Furin inh,TRPML3 agonist,Calpain2 inh,TbHK1 inh,thrombin 1536,TRPN1 ag
COc1cc(/C=N/NC(=O)c2ccc(Cl)cc2)ccc1OCC(=O)N1CC(C)OC(C)C1 (stereo not drawn),-12,28,0.37,-20,0.7,-16,-28,-24,3.6
O=C(CO/N=C/c1ccccc1)N1c2ccccc2Oc2ccccc21,-10,-1,-0.11,-5[20 µM],-1.0,1,7,2,-1.4
CCC(C)(C)c1ccc(OCCCC[n+]2ccccc2)c(C(C)(C)CC)c1,-8,51*,-0.01,-24,0.5,-6,15,0,-1.8
Cc1cc(C)c2c(=O)cc(C(F)(F)F)oc2n1,-3,0,-0.13,-14,0.6,-32,2,-3,-0.4
